High-throughput results (PubChem BioAssay)
Tb PYK inh: blocks Trypanosoma brucei pyruvate kinase; Q57TT1; TbPYK enzyme, Kinase-Glo Plus ATP luminescence, 45 min; Potency, µM (titrated, usually from 76.8 µM), for the others: top-dose activity, negative = inhibition, hits mostly inhibitors; 410,000 compounds, 0.12% hits; AID 624173; active = well fitted inhibition curve with a large enough effect; note: nearly all actives have a fitted effect of over 50% in size
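Assay buffer: 50 mM TEA pH 7.2, 100 mM KCl, 10 mM MgCl2, 0.05% BSA, 0.01% Tween-20. Pyruvate kinase from T. brucei plus substrate met compound, then ADP (130 uM final). Luminescence was read post 45 min RT.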
* marks the source's active call; other numbers are inactive results; [ ] = dose if it differs, or a comment. % is set by controls: 0 for no effect and ±100 for the full control effect; potency is the fitted concentration of half-maximal effect. This is a subset (hit frequency here may not be typical).

mol,Tb PYK inh
Cc1cc(C)cc(OCCSc2nc3ccc(NC(=O)c4ccc5c(c4)OCO5)cc3s2)c1,0%
Cc1ccc(-c2nn3c(=O)cc(CN4CCN(C(=O)Nc5cccc(C(F)(F)F)c5)CC4)nc3s2)cc1,-6%
COc1ccc2oc(=O)c(-c3nc4ccc(C)cc4[nH]3)cc2c1,2%
COc1ccc(-c2noc(CCC(=O)Nc3ccccc3Cl)n2)cc1OC,-7%
Cc1nc(N2CCCC2)c2c(C(=O)N3CCN(c4ccc(F)cc4)CC3)c(C)oc2n1,0%
Cc1nc2nc(CNC(=O)c3cccc(F)c3)nn2c(C)c1CCC(=O)Nc1cccc(Cl)c1,3%
Cc1cccc(CCNC(=O)c2cc3c(=O)[nH]c4ccc(C)cc4c3s2)c1,0%
Cc1cc(C)c(C(=O)Nc2ccccc2)c(SCC(=O)Nc2ccc(Br)cc2C)n1,-8%

Four entries from above in a different format.
Cc1cc(C)cc(OCCSc2nc3ccc(NC(=O)c4ccc5c(c4)OCO5)cc3s2)c1
  Tb PYK inh = 0%

Cc1ccc(-c2nn3c(=O)cc(CN4CCN(C(=O)Nc5cccc(C(F)(F)F)c5)CC4)nc3s2)cc1
  Tb PYK inh = -6%

COc1ccc2oc(=O)c(-c3nc4ccc(C)cc4[nH]3)cc2c1
  Tb PYK inh = 2%

COc1ccc(-c2noc(CCC(=O)Nc3ccccc3Cl)n2)cc1OC
  Tb PYK inh = -7%

Other compounds:
mol,Tb PYK inh
COc1cccc(/C=C(\C#N)c2nc3ccc(C)cc3[nH]2)c1,-8%
COc1ccccc1OCC(=O)N(Cc1cccs1)C1CCS(=O)(=O)C1 (stereo not given),0%
CCOC(=O)c1cccc(NC(=O)C2CCCN(S(=O)(=O)c3cc(Br)cc4c3N(C(=O)CC)CC4)C2)c1 (stereo not given),-4%
COc1cc2c(cc1OC)C(COc1ccc(F)cc1)N(C(=O)C(C)C)CC2 (stereo not given),-5%
COc1ccc2c(C)c(CCC(=O)NCc3ccccc3Cl)c(=O)oc2c1C,-6%
Cc1cc2n(n1)CCCN2C(=O)Nc1ccc(F)c(Cl)c1,3%
Cc1ccc(NC(=O)c2ccc3nc(Cc4ccccc4)oc3c2)cc1F,5%
Cn1c(=O)c(-c2ccc(F)cc2)nc2cnc(Oc3ccccc3)nc21,2%
COc1ccc(SCc2cc(=O)c3ccc(C)c(C)c3[nH]2)cc1,-1%
Cc1ccc(-c2nc(SCCOc3ccccc3C)n3[nH]c(=O)cc3n2)cc1,6%
Cc1ccc(N2C(=O)CSC23C(=O)N(CC(=O)Nc2ccc(C)cc2C)c2ccccc23)cc1 (stereo not given),2%
Cc1cccc(N2CCN(C(=O)c3c4c(nc5ccccc35)C(=O)N(C3CCCCC3)C4)CC2)c1C,-1%
CCCc1ccc(OCC(=O)Nc2ccc(Cl)cc2C(=O)c2ccccc2)cc1,7%
COc1ccccc1N1CCN(c2nc3c(S(=O)(=O)c4ccccc4)nnn3c3ccc(Cl)cc23)CC1,0%
Cc1ccc2c(c1)-c1c(cnn1CC(=O)N1CCN(c3cc(C)ccc3C)CC1)CO2,-3%
CC1(C)c2[nH]c3ccccc3c2C[C@@H]2C(=O)N(Cc3ccc(F)cc3)C(=O)N21,-1%
CN(C)c1ccc(C(CNS(=O)(=O)c2ccc(F)cc2)N2CCc3ccccc32)cc1 (stereo not given),0%
O=C(COc1ccc(Cl)cc1)Nc1ccccc1C(=O)OCc1cc(=O)n2ccsc2n1,1%
CCCCN(CC)CCCNC(=O)c1ccc2c(c1)NC(=O)CN2C,-3%
CCOc1ccccc1CNC(=O)c1ccc2c(c1)nc1n2CCC(C)C1 (stereo not given),3%
CCc1ccc2oc(-c3cc(NC(=O)c4cccnc4)cc(C)c3O)nc2c1,7%
Cc1ccc2nc(-c3ccc(O)cc3)c(Nc3ccc4c(c3)OCO4)n2c1,-15%
CC1=C(C(N)=O)C(c2ccccc2F)n2nc(-c3ccc(Cl)cc3)nc2N1 (stereo not given),2%
CCOC(=O)Cn1c(=O)oc2cc(S(=O)(=O)N3CCN(c4cc(C)ccc4C)CC3)ccc21,0%
COc1ccc(CNC(=O)C(=O)NCC(c2ccco2)S(=O)(=O)c2ccc(C)cc2)cc1 (stereo not given),-4%
Cc1ccc(S(=O)(=O)c2cnc(SCC(=O)Nc3ccc4c(c3)OCCO4)[nH]c2=O)cc1C,-5%
COc1cccc(NC(=O)Cn2cc(S(=O)(=O)N3CCCC3)c(S(=O)(=O)N3CCCC3)c2)c1,2%
COc1ccc2c(c1)CCc1c(C(=O)Nc3ccc(C#N)cc3)noc1-2,2%
CCOC(=O)C1CCN(C(=O)c2ccc3c(c2)N=C(CC)c2cc(C)ccc2S3)CC1,7%
COc1cccc(C2C(=O)N(C3CCCCC3)CC(=O)N2CCc2ccc(OC)c(OC)c2)c1 (stereo not given),-12%
COc1ccc(-c2nc(CS(=O)CC(=O)NCc3ccc(F)cc3)c(C)o2)cc1OC (stereo not given),-1%
Nc1nc(Nc2cccc(C(F)(F)F)c2)sc1C(=O)c1ccccc1,1%
COc1cccc(CNc2nc3c(-c4cccc(C)c4)nnn3c3ccccc23)c1,-1%
CCOc1ccc(C(=O)NCCc2sc(-c3ccc(F)cc3)nc2C)cc1,-1%
Cc1ccc(C)c(Cn2c(=O)c3c(nc4n3CCN4c3ccccc3)n(C)c2=O)c1,-1%
CCc1ccc(NC(=O)CSc2nc3ccccc3nc2Cc2ccc(C)cc2)cc1,-2%
CC(=O)c1c(C)oc2ccc(N(C(=O)c3ccncc3)S(=O)(=O)c3ccc(C)cc3C)cc12,0%
CCN1c2ccccc2-c2nc(SCC(=O)Nc3cccc(C)c3C)ncc2S1(=O)=O,-3%
CSc1nnc(NC(=O)Cc2coc3cc(C)ccc23)s1,2%
O=C(c1cnccn1)N1CCC[C@@]2(CCN(Cc3ccncc3)C2)C1,-5%
COc1ccc(-c2nc(CN3C(=O)CN=C(c4ccccc4Cl)c4cc(Cl)ccc43)c(C)o2)cc1OC,1%
CCOCN(C(=O)Cn1c(CC(C)C)nc2ccccc21)c1c(C)cccc1CC,-1%
CCN1C(=O)c2ccccc2S(=O)c2ccc(C(=O)N3CCN(c4ccc(F)cc4)CC3)cc21 (stereo not given),-5%
COc1ccc2sc(N(Cc3cccnc3)C(=O)C3COc4ccccc4O3)nc2c1 (stereo not given),-4%[15.4 µM]
O=C(NC1CCCCC1)c1ccc(Cn2c(SCc3ccc(F)cc3)nc3cccnc32)cc1,-5%
Cc1cccc(NC(=O)Nc2nnc(N3CCCC3)s2)c1,2%
Cc1cccc(C)c1NC(=O)C(=O)NCC(c1ccc2c(c1)OCO2)N1CCOCC1 (stereo not given),2%
O=S(=O)(c1ccc(Cl)cc1)c1nc(-c2cccs2)oc1N1CCCCC1,-5%

Brought forward from above: three compounds, followed by the next part.
mol,Tb PYK inh
Cc1cccc(NC(=O)Nc2nnc(N3CCCC3)s2)c1,2%
Cc1cccc(C)c1NC(=O)C(=O)NCC(c1ccc2c(c1)OCO2)N1CCOCC1 (stereo not given),2%
O=S(=O)(c1ccc(Cl)cc1)c1nc(-c2cccs2)oc1N1CCCCC1,-5%
Cc1cccc2sc(N(CCN(C)C)C(=O)c3ccc4c(c3)OCCO4)nc12,8%
COC(=O)CC1Oc2ccc(Cl)cc2-n2cc(-c3ccccc3)nc21 (stereo not given),7%
CCOC(=O)c1ccccc1NC(=O)CN1CCCN(Cc2cccc(Cl)c2)S1(=O)=O,0%[15.4 µM]
CCOc1ccc(NC(=O)c2ccc(-c3nc(COc4ccccc4)c(C)o3)cc2)cc1,-4%
Cc1cccc(N2CCN(c3ncnc4onc(C)c34)CC2C)c1 (stereo not given),-3%
COc1ccc(CNC(=O)c2ccc3nc(C(C)C)oc3c2)cc1OC,-10%
Cc1ccc(-n2nc3c(=O)n(CC(=O)NCC(C)c4ccccc4)nc(C)c3c2C)cc1 (stereo not given),-9%
CCOc1ccc(-n2cc(-c3ccccc3)c3c(NC4CCCCC4)ncnc32)cc1,-3%

2 entries picked at random from those above:
mol,Tb PYK inh
CCOC(=O)C1CCN(C(=O)c2ccc3c(c2)N=C(CC)c2cc(C)ccc2S3)CC1,7%
COc1cc2c(cc1OC)C(COc1ccc(F)cc1)N(C(=O)C(C)C)CC2 (stereo not given),-5%

The listing continues.
mol,Tb PYK inh
Cc1ccc2onc(CC(=O)N3CCN(c4cccc(C)c4C)CC3)c2c1,0%
Cc1ccc(Sc2ccc(N3CCCC(C(=O)Nc4ccc(F)cc4F)C3)nn2)cc1 (stereo not given),2%
Cn1c(=O)c2cc(C(=O)Nc3cccc(C#N)c3)sc2c2ccccc21,-19%
Cn1c(NCCN)nc2c1c(=O)n(Cc1ccccc1)c(=O)n2C,1%
COc1ccc(Br)cc1CNC(=O)c1ccc(-n2c(C)cc3c2CCC(C)C3)cc1 (stereo not given),0%
O=c1c(-c2ccc(Cl)cc2)nc2cncnc2n1Cc1ccccc1Cl,-5%
O=C(NCCc1ccc(Cl)cc1)c1ccc2c(c1)N(Cc1ccc(F)cc1)C(=O)CS2,1%
CC(C)OCCCn1c(SCC(=O)Nc2ccc(F)cc2)nc2c(sc3ccccc32)c1=O,2%
Cc1c2cnn(CC(=O)N3CCN(c4ccccc4)CC3)c(=O)c2c(C)n1Cc1ccc(F)cc1,8%
CN(C)S(=O)(=O)c1ccc(C(=O)NC2CC(=O)N(c3ccc4c(c3)OCCO4)C2)cc1 (stereo not given),-4%
Cn1cccc1C(=O)N1CCC2(CC1)CN(c1cccc(-c3ccccc3)c1)C2,-3%
Cc1ccc(Sc2c(C(=O)NCc3cccc(F)c3)[nH]c3ccccc23)cc1,2%
Cc1ccc(C)c(NC(=O)CN(C)S(=O)(=O)c2cccc3nsnc23)c1,0%
Cc1ccc2c(c1)c(=O)c1ccccc1n2CCCC(=O)Nc1ccc(Cl)c(Cl)c1,-1%
CC(C)NC(=O)C1CCC(Cn2c(=O)c3sccc3n(CC(=O)N3CCCC3)c2=O)CC1 (stereo not given),3%
Cc1ccc(CNC(=O)CCN2C(=O)COc3ccc(C)cc32)cc1,-3%
CCOC(=O)c1c(NC(=O)CCCOc2ccc(C(C)(C)C)cc2)sc2c1CCCC2,0%
CCOc1cccc(CC(=O)NCc2ccc3c(c2)CCN3C(=O)c2ccc(F)cc2)c1OCC,-3%
Cc1cc(C)n2c(Nc3c(C)cccc3C)c(-c3ccsc3)nc2n1,0%
COC(=O)c1ccccc1NC(=O)Cn1nc(C(F)(F)F)c2c1CCCC2,4%
CC(C)NC(=O)c1sc2ncccc2c1-n1cccc1,-3%
COc1cccc(-c2nc(SCC(=O)Nc3ccc4c(c3)OCO4)c(-c3ccccc3)[nH]2)c1,-4%
O=C(CC1C(=O)N(c2ccccc2)C(=O)N1CCc1cccs1)Nc1ccc(F)cc1 (stereo not given),0%
O=C(CSc1cn(CC(=O)N2CCCCC2)c2ccccc12)NCc1ccccc1,-11%
COC(=O)c1ccc(NS(=O)(=O)c2ccc(-n3cccn3)cc2)cc1,8%
COc1cccc(N2CCN(C(=O)c3cnn(-c4ccc(C)cc4C)c3C3CCN(C(=O)OC(C)(C)C)CC3)CC2)c1,-9%
Cc1ccc(CCNC(=O)c2cc3ccccn3n2)cc1,-3%
Cc1nc2ccccn2c1P(=S)(c1ccccc1)c1ccccc1,-4%
COc1ccc(N2CC(NC(=O)c3ccco3)CC2=O)cc1 (stereo not given),-7%
CCOc1ccc(C(=O)c2cn(CC(=O)Nc3ccc(C)c(Cl)c3)c3ccc(OCC)cc3c2=O)cc1,14%
CCOc1cccc(NC(=O)C2CC(=O)N(C)C(=Nc3ccc(OC)cc3)S2)c1 (stereo not given),4%
COC(=O)c1ccc(-n2nnc(-c3nsc(NC(=O)c4ccc(Cl)cc4)n3)c2C)cc1,-4%
COc1ccc(-c2nc(CSCC(=O)NCCc3ccc(C)cc3)c(C)o2)cc1OC,-2%
O=C(NCC(c1cccnc1)N1CCN(c2ccccc2F)CC1)c1ccc(F)cc1 (stereo not given),8%
CCOc1cc2[nH]c(=O)n(CCCC(=O)N3CCN(c4ccc(OC)cc4)CC3)c(=O)c2cc1OCC,2%
Cc1nn(CC(=O)N2CCN(c3ccccc3)CC2)c(=O)c2cc3sccc3n12,4%
Cc1ccc(OCCCCn2nnc3sc4c(c3c2=O)CCC(C)C4)cc1 (stereo not given),-3%
CCOc1ccc(-c2cc(C(=O)N3CCN(c4cccc(C)c4)C(C)C3)c3ccccc3n2)cc1 (stereo not given),2%
CCCN1C(=O)c2[nH]nc(-c3ccccc3)c2C1c1cccc(O)c1 (stereo not given),0%
Cc1ccc(N2CC(NC(=O)c3ccc(S(=O)(=O)N(C)C)cc3)CC2=O)cc1C (stereo not given),-3%
CC1CCN(S(=O)(=O)c2ccc3c(c2)N(CC(=O)N2CCN(c4ccc(Cl)cc4)CC2)C(=O)CO3)CC1,-5%
CC(C)(C)c1ccc(OCCOCCn2c(-c3ccc(Cl)cc3)nc3ccccc3c2=O)cc1,2%
Cc1cccc(CCNC(=O)C2CCN(c3nc4ccccc4nc3C(F)(F)F)CC2)c1,-3%
Cc1cc(NS(=O)(=O)c2cn(C)c(C)n2)ccc1Br,1%
CCS(=O)(=O)N1CCc2cc(C(=O)Nc3cccc(Cl)c3C)ccc21,2%
